Bioassay records: PubChem BioAssay, several laboratories
Hsp70 activator = Hsp70 transcriptional activators, primary screen, cell-based, HeLa, Hsp70 promoter luciferase, luminescence, 10 µM; HeLa Hsp70 promoter luciferase reporter; scaled: vehicle 0, proteasome-inhibitor control 100%; activation, % at 10 µM; 200,000 compounds, 0.04% hits; AID 1203, 2008;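 active = activation above the mean across all tested compounds plus 3 SD, cutoff set per campaign, cut at about 5.5% in these data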;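 also: 100% = MG132 at 30 µM as the positive control and 0% = DMSO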
APP 5'UTR act = activators of APP 5'UTR luciferase reporter, primary screen, SH-SY5Y cells; 190,000 compounds, 1% hits; activation, % at 2 µM; SH-SY5Y APP 5'UTR luciferase reporter, luminescence; zero percent = DMSO vehicle wells;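 active = activation above a set limit, based on mean plus 3 SD of controls, cut at about 140% in these data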; also: values of inactives mirror those of a sister screen read the other way
G6PDH CS = L. mesenteroides G6PDH inhibitors, counter-screen for G6PDH-coupled screening assays, biochemical, Leuconostoc mesenteroides enzyme; 200,000 compounds, 0.12% hits; inhibition, % at 5 µM; Purified L. mesenteroides G6PDH, diaphorase/resazurin coupled fluorescence, 45 min; glucose-6-phosphate dehydrogenase [Leuconostoc mesenteroides]; in the data active = inhibition above about 50%
Efa HMGR inh = inhibitors of E. faecalis class II HMGR, primary screen, biochemical, Enterococcus faecalis; purified E. faecalis HMGR, NADPH absorbance 340 nm kinetic; inhibition, % at 10 µM; 190,000 compounds, 0.41% hits; HMG-CoA reductase (Enterococcus faecalis, mvaE);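 active = inhibition above a set limit, the median over all tested compounds plus 3 SD, cut at about 9.5% in these data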;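 also: enzyme runs in reverse so mevalonate oxidation gives rising NADPH absorbance; 0% = complete reaction with DMSO and 100% = background rate lacking mevalonate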
FLuc inh counter = firefly luciferase enzyme inhibitors, primary screen, artefact control for luciferase-based inhibitor screens, biochemical, luminescence, ATPLite; AID 1006, 2008; 10 min; Luciferin 4-monooxygenase (Photinus pyralis), P08659; 200,000 compounds, 1.5% hits; inhibition, % at 10 µM;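 active = inhibition above about 50% when tested at 10 µM, limit read from the data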
Target sequence (P08659 whole entry, looked up): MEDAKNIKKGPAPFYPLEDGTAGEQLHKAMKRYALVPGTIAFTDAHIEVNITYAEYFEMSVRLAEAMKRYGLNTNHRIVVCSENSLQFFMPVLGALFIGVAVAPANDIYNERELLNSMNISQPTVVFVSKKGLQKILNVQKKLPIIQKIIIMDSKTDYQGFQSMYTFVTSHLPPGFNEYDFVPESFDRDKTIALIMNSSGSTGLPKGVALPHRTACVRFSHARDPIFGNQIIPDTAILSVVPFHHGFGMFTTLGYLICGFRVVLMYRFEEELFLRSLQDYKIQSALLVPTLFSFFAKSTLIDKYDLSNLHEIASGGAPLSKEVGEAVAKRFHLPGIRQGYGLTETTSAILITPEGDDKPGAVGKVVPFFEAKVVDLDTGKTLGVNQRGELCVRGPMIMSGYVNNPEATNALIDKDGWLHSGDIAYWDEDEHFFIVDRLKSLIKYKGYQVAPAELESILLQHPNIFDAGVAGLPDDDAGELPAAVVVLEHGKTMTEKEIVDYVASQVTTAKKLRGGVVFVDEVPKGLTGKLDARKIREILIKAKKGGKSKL
FLuc act counter = FLuc activators, initial screening, artefact control for FLuc-dependent activation tests, biochemical, ATPlite luminescence. 200,000 tested, under 10 active. Luciferin 4-monooxygenase (Photinus pyralis), P08659. ATPlite luciferase biochemical, 10 min; 0 = ATP-free wells, 1 = DMSO control. activation factor at 10 µM;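 active = luciferase activation factor, scaled between plate controls, of at least 2 with compound at 10 µM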
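System: cell-free luciferase reagent; medium: PBS as buffer for the ATP substrate; doses: test compounds dosed from 2 mM stocks in 100% DMSO; incubation: 10 min, room temperature; measured by: luminescence from luciferase reaction; read-out: luciferase activation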
APP transl inh = inhibitors of APP translation via 5'UTR reporter, primary screen, APP 5'UTR luciferase, SH-SY5Y cells; SH-SY5Y APP 5'UTR-luciferase reporter, luminescence; inhibition, % at 2 µM; 190,000 compounds, 0.82% hits;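 active = inhibition above a set limit, derived from the sample mean plus 3 SD, cut at about 45% in these data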; also: values of inactives mirror those of a sister screen read the other way
NF-kB neuron act = activators of NF-kB expression in neurons, primary screen, cell-based, HTS | human neuronal cells, NF-kB reporter expression; stronger effect = higher value | fold change at 12.5 µM | 190,000 compounds, 1.6% hits; in the data active = fold change above about 3.3
STAT1 activator = STAT1 signaling activators, primary screen, cell-based, HTS, luciferase reporter. activation (% of control), % at 5.5 µM. NIH 3T3 STAT1-luciferase reporter, IFN-gamma, luminescence; 100% = IFN-gamma alone, no compound. AID 932, 2007. 200,000 compounds, 2.6% hits;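 active = activation above the screen-wide mean activation plus 3 SD, cut at about 130% in these data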;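 also: raw ratio to IFN-gamma control signal so 100% means no change and 0% no light; values of inactives mirror those of a sister screen read the other way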
DTT redox prof = compounds producing H2O2 with reducing agent – biochemical, NIH compound library profiling, artefact control for MLSCN library redox annotation, primary screen; 200,000 compounds, 0.03% hits; DTT-dependent redox cycling H2O2, phenol red/HRP absorbance; 100% = 100 µM peroxide control, 0% = buffer; activation, % at 10 µM;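 active = activation of at least 50% relative to the plate's high and low controls in the primary single-dose screen; inactive = activation below 50%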;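 also: compound incubated with DTT at 0.8 mM final as the reducing agent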
Active calls of the source: *.

What do the screens show for `COc1ccc(N2CCN(Cc3nc4c(c(=O)n(C)c(=O)n4C)n3CCc3ccccc3)CC2)cc1`?
Hsp70 activator: -0.2; APP 5'UTR act: -10.8; G6PDH CS: -1.9; Efa HMGR inh: -5.0; FLuc inh counter: 3.5; FLuc act counter: 1; APP transl inh: 10.8; NF-kB neuron act: 0.81; STAT1 activator: 102.5; DTT redox prof: -1.3

How did Cc1noc(C)c1COC(=O)c1ccc(N(C)C)cc1 do in these assays?
Hsp70 activator: -0.1; APP 5'UTR act: 29.3; G6PDH CS: -1.9; Efa HMGR inh: -2.7; FLuc inh counter: 6.7; FLuc act counter: 0.9; APP transl inh: -29.3; NF-kB neuron act: 1.36; STAT1 activator: 103.5; DTT redox prof: -1.1

What do the screens show for `Cc1ccccc1N(CC(=O)N1CCOCC1)S(C)(=O)=O`?
Hsp70 activator: 0.0; APP 5'UTR act: 9.4; G6PDH CS: 6.2; Efa HMGR inh: -3.1; FLuc inh counter: -4.6; FLuc act counter: 1; APP transl inh: -9.4; NF-kB neuron act: 1.13; STAT1 activator: 98.3; DTT redox prof: 0.6

Results for Cc1ccc(-c2cc(N)on2)cc1 ?
Hsp70 activator: -0.2; APP 5'UTR act: -4.9; G6PDH CS: 4.2; Efa HMGR inh: -9.3; FLuc inh counter: 17.5; FLuc act counter: 0.8; APP transl inh: 4.9; NF-kB neuron act: 1.57; STAT1 activator: 106.4; DTT redox prof: -0.2

Results for CCOC(=O)C1(C)NC(c2ccco2)C2C(=O)N(c3ccccc3)C(=O)C21 (stereo unspecified) ?
Hsp70 activator: -0.1; APP 5'UTR act: 6.0; G6PDH CS: 4.1; Efa HMGR inh: -0.1; FLuc inh counter: -5.9; FLuc act counter: 1.1; APP transl inh: -6.0; NF-kB neuron act: 0.95; STAT1 activator: 101.9; DTT redox prof: -0.1

Results for O=C(Nc1cccc(O)c1)c1ccc(C(=O)c2ccccc2)o1 ?
Hsp70 activator: 0.1; APP 5'UTR act: 155.0*; G6PDH CS: 12.4; Efa HMGR inh: 1.1; FLuc inh counter: 69.9*; FLuc act counter: 0.3; APP transl inh: -155.1; NF-kB neuron act: 2.51; STAT1 activator: 112.8; DTT redox prof: -1.5

Results for CCCCn1c(SCC(=O)N2CCCCC2)nc2cc(S(N)(=O)=O)ccc21 ?
Hsp70 activator: -0.2; APP 5'UTR act: 1.9; G6PDH CS: 2.9; Efa HMGR inh: -5.0; FLuc inh counter: -5.9; FLuc act counter: 1.1; APP transl inh: -1.9; NF-kB neuron act: 0.89; STAT1 activator: 104.5; DTT redox prof: 1.7

How did COc1ccc(CNc2c(C(=O)O)cnc3c2cnn3C)cc1 do in these assays?
Hsp70 activator: -0.2; APP 5'UTR act: 9.1; G6PDH CS: 4.1; Efa HMGR inh: 3.1; FLuc inh counter: -5.7; FLuc act counter: 1.1; APP transl inh: -9.1; NF-kB neuron act: 1.02; STAT1 activator: 105.9; DTT redox prof: -1.9

What do the screens show for `CC(=O)Nc1ccc(C(=O)OCC(=O)Nc2ccccc2Sc2ccccc2)cc1`?
Hsp70 activator: -0.2; APP 5'UTR act: -2.5; G6PDH CS: -5.2; Efa HMGR inh: -4.9; FLuc inh counter: -3.9; FLuc act counter: 1; APP transl inh: 2.5; NF-kB neuron act: 0.91; STAT1 activator: 102.0; DTT redox prof: -0.1

What do the screens show for `CCOC(=O)c1sc(NC(=O)CCSC)nc1C`?
Hsp70 activator: 0.2; APP 5'UTR act: 6.4; G6PDH CS: 7.6; Efa HMGR inh: -1.3; FLuc inh counter: -0.7; FLuc act counter: 1; APP transl inh: -6.4; NF-kB neuron act: 1.21; STAT1 activator: 91.4; DTT redox prof: -1.1

What do the screens show for `Cc1ccc(/C(O)=C2\C(=O)C(=O)N(CC(C)O)C2c2ccc(N(C)C)cc2)cc1` (stereo unspecified)?
Hsp70 activator: -0.2; APP 5'UTR act: 0.0; G6PDH CS: 2.9; Efa HMGR inh: -0.4; FLuc inh counter: -1.6; FLuc act counter: 1; APP transl inh: 0.0; NF-kB neuron act: 1.32; STAT1 activator: 101.6; DTT redox prof: 2.3

How did CCN(CC)S(=O)(=O)c1ccc(Cl)c(NC(=O)COc2ccc(OC)cc2)c1 do in these assays?
Hsp70 activator: -0.2; APP 5'UTR act: 9.5; G6PDH CS: -4.2; Efa HMGR inh: 4.5; FLuc inh counter: -2.6; FLuc act counter: 1; APP transl inh: -9.5; NF-kB neuron act: 1.02; STAT1 activator: 104.2; DTT redox prof: -2.9

What do the screens show for `CCOC(=O)c1sc2nc(C)[nH]c(=S)c2c1C`?
Hsp70 activator: -0.2; APP 5'UTR act: 3.1; G6PDH CS: 1.4; Efa HMGR inh: -2.0; FLuc inh counter: -4.6; FLuc act counter: 1; APP transl inh: -3.1; NF-kB neuron act: 1.12; STAT1 activator: 110.1; DTT redox prof: -0.1

What do the screens show for `CCn1c(Cc2c(C)[nH]c3ccccc23)nnc1SCC(=O)NCc1ccccc1`?
Hsp70 activator: -0.3; APP 5'UTR act: -3.8; G6PDH CS: 0.5; Efa HMGR inh: -3.2; FLuc inh counter: -3.2; FLuc act counter: 1; APP transl inh: 3.8; NF-kB neuron act: 0.94; STAT1 activator: 89.2; DTT redox prof: 0.1

Results for CCOC(=O)/C(C#N)=C1\CCCN1CC(N)=S ?
Hsp70 activator: -0.1; APP 5'UTR act: 3.6; G6PDH CS: 0.5; Efa HMGR inh: -5.1; FLuc inh counter: -0.2; FLuc act counter: 1; APP transl inh: -3.6; NF-kB neuron act: 1.02; STAT1 activator: 101.4; DTT redox prof: 0.1

Results for Cc1ccc(S(=O)(=O)CC(=O)Nc2c(C)n(C)n(-c3ccccc3)c2=O)cc1 ?
Hsp70 activator: -0.4; APP 5'UTR act: 11.8; G6PDH CS: 2.6; Efa HMGR inh: 0.6; FLuc inh counter: -0.6; FLuc act counter: 1; APP transl inh: -11.9; NF-kB neuron act: 1.32; STAT1 activator: 97.4; DTT redox prof: -0.9

What do the screens show for `O=C(O)C1(S(=O)(=O)CCC(F)=C(F)F)CC1`?
Hsp70 activator: 0.0; APP 5'UTR act: -6.1; G6PDH CS: 5.1; Efa HMGR inh: -6.7; FLuc inh counter: -4.1; FLuc act counter: 1; APP transl inh: 6.1; NF-kB neuron act: 1.41; STAT1 activator: 99.5; DTT redox prof: -1.1

Results for CC/C(=N\NC(=O)CSCc1ccccc1Br)c1ccc2c(c1)OCCO2 ?
Hsp70 activator: 0.1; APP 5'UTR act: 14.8; G6PDH CS: -8.7; Efa HMGR inh: 0.1; FLuc inh counter: -5.7; FLuc act counter: 1.1; APP transl inh: -14.8; NF-kB neuron act: 1.09; STAT1 activator: 103.4; DTT redox prof: 1.8

Results for O=C(Cn1cc([N+](=O)[O-])cn1)NCc1cc2ccccc2[nH]1 ?
Hsp70 activator: -0.1; APP 5'UTR act: -11.9; G6PDH CS: 5.3; Efa HMGR inh: 1.1; FLuc inh counter: -4.7; FLuc act counter: 1; APP transl inh: 11.9; NF-kB neuron act: 1.2; STAT1 activator: 87.8; DTT redox prof: 0.1

Results for Cc1ccc(CN2C3CCCC2CC(NC(=O)c2ccc(C)cc2)C3)cc1 (stereo unspecified) ?
Hsp70 activator: 0.0; APP 5'UTR act: 1.0; G6PDH CS: 14.5; Efa HMGR inh: -0.2; FLuc inh counter: -2.9; FLuc act counter: 1; APP transl inh: -1.0; NF-kB neuron act: 1.14; STAT1 activator: 97.9; DTT redox prof: -1.8

What do the screens show for `Cc1ccccc1Nc1nc(N)nc(CSc2nc3ccccc3c(=O)n2C)n1`?
Hsp70 activator: 0.0; APP 5'UTR act: -7.5; G6PDH CS: 10.8; Efa HMGR inh: -9.3; FLuc inh counter: -6.8; FLuc act counter: 1.1; APP transl inh: 7.5; NF-kB neuron act: 0.58; STAT1 activator: 93.0; DTT redox prof: 0.5

How did OC1CCN(C(=S)Nc2ccc(Nc3ccccc3)cc2)CC1 do in these assays?
Hsp70 activator: -0.1; APP 5'UTR act: 30.8; G6PDH CS: 2.8; Efa HMGR inh: 2.5; FLuc inh counter: -4.0; FLuc act counter: 1; APP transl inh: -30.8; NF-kB neuron act: 1.54; STAT1 activator: 122.8; DTT redox prof: -1.9

What do the screens show for `Cc1noc2ncnc(Oc3ccc(Cl)cc3Cl)c12`?
Hsp70 activator: 0.0; APP 5'UTR act: 5.6; G6PDH CS: 8.6; Efa HMGR inh: -4.4; FLuc inh counter: -8.7; FLuc act counter: 1.1; APP transl inh: -5.6; NF-kB neuron act: 1.07; STAT1 activator: 100.9; DTT redox prof: -0.2

What do the screens show for `Fc1ccc(-n2nnc(-c3cccnc3)n2)cc1`?
Hsp70 activator: 0.4; APP 5'UTR act: 24.2; G6PDH CS: 13.4; Efa HMGR inh: -5.1; FLuc inh counter: 15.3; FLuc act counter: 0.8; APP transl inh: -24.2; NF-kB neuron act: 2.08; STAT1 activator: 149.1*; DTT redox prof: 0.1

How did COc1ccc2nc(NC(=O)CSc3nnc(N)s3)sc2c1 do in these assays?
Hsp70 activator: -0.4; APP 5'UTR act: 70.3; G6PDH CS: 13.8; Efa HMGR inh: -1.4; FLuc inh counter: 3.6; FLuc act counter: 1; APP transl inh: -70.3; NF-kB neuron act: 1.13; STAT1 activator: 109.4; DTT redox prof: 0.9

Results for CCOc1ccccc1C(=O)Nc1nnc(CC)s1 ?
Hsp70 activator: -0.1; APP 5'UTR act: 4.0; G6PDH CS: -0.5; Efa HMGR inh: -5.2; FLuc inh counter: 4.8; FLuc act counter: 1; APP transl inh: -4.0; NF-kB neuron act: 1.36; STAT1 activator: 115.2; DTT redox prof: -0.7

How did O=S(=O)(NC1=NCCCCC1)c1ccc2ccccc2c1 do in these assays?
Hsp70 activator: -0.3; APP 5'UTR act: 5.9; G6PDH CS: 1.0; Efa HMGR inh: 0.1; FLuc inh counter: -2.9; FLuc act counter: 1; APP transl inh: -5.9; NF-kB neuron act: 1.08; STAT1 activator: 116.3; DTT redox prof: -0.1

How did C/C(=N\NC(=S)NC1CCCCC1)c1ccccc1 do in these assays?
Hsp70 activator: -0.5; APP 5'UTR act: 24.7; G6PDH CS: 20.8; Efa HMGR inh: 2.7; FLuc inh counter: 4.6; FLuc act counter: 1; APP transl inh: -24.7; NF-kB neuron act: 0.68; STAT1 activator: 113.9; DTT redox prof: 0.4

What do the screens show for `Cn1c(CCNC(=O)c2cccs2)nnc1SCC(=O)N1CCN(c2ccccc2)CC1`?
Hsp70 activator: -0.4; APP 5'UTR act: -6.4; G6PDH CS: 4.5; Efa HMGR inh: -2.0; FLuc inh counter: -2.0; FLuc act counter: 1; APP transl inh: 6.4; NF-kB neuron act: 1.1; STAT1 activator: 116.4; DTT redox prof: 0.9

Random draw from the library (roughly 5.3% active in at least one column).
